# 12-LOX inh: Primary qHTS assay for inhibitors of human arachidonate 12S-lipoxygenase (ALOX12): Round 2; 1.1% of 580,000 active; AID 1671190, 2021; Potency, µM (top dose mostly 108 µM), for the others: top-dose activity change, negative = inhibition, actives largely listed as inhibitors; Polyunsaturated fatty acid lipoxygenase ALOX12 (Homo sapiens), P18054; purified 12hLO, xylenol orange hydroperoxide absorbance; also: % is scaled to controls: 0 for no effect and ±100 for the full control effect
#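 Purified human 12hLO at 150 nM in 25 mM Hepes, 0.01% Triton X-100, pH 7.0, preincubated 15 min at room temperature with compound. Reaction started with 40 uM arachidonic acid, 30 min at room temperature. Hydroperoxide measured by Fe-xylenol orange, 573/405 nm absorbance ratio.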
# JMJD2A Tudor: qHTS Assay for Inhibitors of JMJD2A-Tudor Domain | Lysine-specific demethylase 4A (Homo sapiens), O75164 | AlphaScreen JMJD2A-Tudor / H3K4me3 peptide binding | Potency, µM (doses to about 114 µM), for the others: at the top dose activity change, negative = inhibition, hits mostly inhibitors | 4.4% of 390,000 active; also: % is scaled to controls: 0 for no effect and ±100 for the full control effect; nearly all actives have a fitted effect of over 50% in size
# ERG-DNA inh: qHTS for Small Molecule Inhibitors of the ERG Ets/DNA interaction. Transcriptional regulator ERG (Homo sapiens), P11308. fluorescence polarization, His-ERG Ets domain / labelled DNA. Potency, µM (top dose mostly 76.9 µM), for inactives: at the highest dose FP activity, negative = inhibition, actives largely listed as inhibitors. 0.028% of 370,000 active; active = well fitted inhibition curve with a large enough effect in the polarisation, with a control signal flat; inconclusive = small, poorly fitted or top-dose-only effect, or effect the other way, or a change in a side signal; inactive = no such curve, though single readings can be large or run the other way; the % refers to the polarisation;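 also: polarization taken with two DNA probes labelled with fluorescein and Texas red; % of control where 0% means no effect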
#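 His-tagged ERG Ets domain (1 uM in the protein solution; 300mM KCl, 50mM Tris-HCl, 1mM EDTA, 1mM DTT, pH 7.5) received compound, then a probe mix of 5 nM fluorescein-DNA and 100nM Texas-615-DNA. Fluorescence polarization was read for both dyes.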
# Pin1 inh: qHTS Assay to Find Inhibitors of Pin1; Peptidyl-prolyl cis-trans isomerase NIMA-interacting 1 (Homo sapiens), Q13526; Pin1 FP peptide displacement, HiFluor488, 10 min; Potency, µM (titrated, usually from 115 µM), inactives show top-dose activity, negative = inhibition, usual class: inhibitors; 0.009% of 390,000 active; active = well fitted inhibition curve with a large enough effect in the polarisation, with a control signal flat, not every such curve was filed as active; inconclusive = small, poorly fitted or top-dose-only effect, or effect the other way, or a change in a side signal; inactive = no such curve, though single readings can be large or run the other way; the % refers to the polarisation; also: % is scaled to controls: 0 for no effect and ±100 for the full control effect
# Target sequence (Q13526 whole entry, looked up): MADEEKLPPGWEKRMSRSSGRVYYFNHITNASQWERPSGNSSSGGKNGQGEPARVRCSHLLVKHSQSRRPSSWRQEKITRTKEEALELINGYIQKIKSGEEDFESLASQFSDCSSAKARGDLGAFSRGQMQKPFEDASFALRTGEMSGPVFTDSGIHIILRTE
# Tb PGK inh: qHTS Assay to Find Inhibitors of Phosphoglycerate Kinase; Phosphoglycerate kinase, glycosomal (Trypanosoma brucei brucei), P07378; PGK/GAPDH coupled, Kinase-Glo luminescence, 60 min; Potency, µM (titrated, usually from 57.5 µM), without a hit: at the highest dose activity change, negative = inhibition, usual class: inhibitors; 0.043% of 380,000 active; AID 602233, 2012; also: % is scaled to controls: 0 for no effect and ±100 for the full control effect; nearly all actives have a fitted effect of over 60% in size
#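 Recombinant glycosomal PGK reaction used 1,3-bisphosphoglycerate generated in-well by GAPDH (100nM final) in 100mM TEA pH 7.6, 5mM MgCl2, 0.01% Tween-20. After 60 minutes at room temperature, ATP was read by Kinase-Glo Plus luminescence end-point.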
# HP1b chromo inh: HTS for Inhibitors of HP1-beta Chromodomain Interactions with Methylated Histone Tails; AID 540317, 2011; AlphaScreen HP1-beta / biotin-H3K9me3 peptide binding; Chromobox protein homolog 1 (Homo sapiens), P83916; 0.56% of 390,000 active; Potency, µM (top dose mostly 114 µM), for inactives: top-dose activity change, negative = inhibition, actives largely listed as inhibitors; also: nearly all actives have a fitted effect of over 70% in size; inactives centre near 23
#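 AlphaScreen: HP1-beta (50 nM) preformed 30 min with biotin-H3(1-18)K9me3 peptide (50 nM) in PBS pH 7.4, 0.01% Tween-20. Compound added for 30 min at RT, then streptavidin donor/nickel chelate acceptor beads (10 ug/mL) for 30 min.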
# RGS4 inhibitor: Inhibitors of Regulator of G Protein Signaling (RGS) 4: qHTS | Regulator of G-protein signaling 4 (Homo sapiens), P49798 | Transcreener GDP fluorescence polarization, RGS4-accelerated GTP hydrolysis | Potency, µM (highest dose often 114 µM), for the others: at the top dose activity change, negative = inhibition, usual class: inhibitors | 0.039% of 390,000 active | AID 504845, 2011; also: % is scaled to controls: 0 for no effect and ±100 for the full control effect; nearly all actives have a fitted effect of over 75% in size; some results filed as inactive show a strong effect at the top dose
# Target sequence (P49798 whole entry, looked up): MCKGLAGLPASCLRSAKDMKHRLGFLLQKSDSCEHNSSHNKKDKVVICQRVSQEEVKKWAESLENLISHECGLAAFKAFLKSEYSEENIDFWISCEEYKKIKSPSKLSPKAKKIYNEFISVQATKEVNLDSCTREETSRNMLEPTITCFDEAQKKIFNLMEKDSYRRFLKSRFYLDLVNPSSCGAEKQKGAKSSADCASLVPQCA
#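 MLSMR compounds (23 nl, pin-transferred) preincubated 10 min at room temperature with a 500nM (2x) first reagent, then RGS4 at 900nM (2x) plus Transcreener GDP mix added; fluorescence polarization (620/688 nm) read before and after 90 min at 30 °C.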
# GLS inh: qHTS for Inhibitors of Glutaminase (GLS); Potency, µM (top dose mostly 45.5 µM), for the others: top-dose activity change, negative = inhibition, actives largely listed as inhibitors; GLS enzymatic activity, qHTS titration; 0.21% of 410,000 active; also: % is scaled to controls: 0 for no effect and ±100 for the full control effect
# Target sequence (O94925 whole entry, looked up): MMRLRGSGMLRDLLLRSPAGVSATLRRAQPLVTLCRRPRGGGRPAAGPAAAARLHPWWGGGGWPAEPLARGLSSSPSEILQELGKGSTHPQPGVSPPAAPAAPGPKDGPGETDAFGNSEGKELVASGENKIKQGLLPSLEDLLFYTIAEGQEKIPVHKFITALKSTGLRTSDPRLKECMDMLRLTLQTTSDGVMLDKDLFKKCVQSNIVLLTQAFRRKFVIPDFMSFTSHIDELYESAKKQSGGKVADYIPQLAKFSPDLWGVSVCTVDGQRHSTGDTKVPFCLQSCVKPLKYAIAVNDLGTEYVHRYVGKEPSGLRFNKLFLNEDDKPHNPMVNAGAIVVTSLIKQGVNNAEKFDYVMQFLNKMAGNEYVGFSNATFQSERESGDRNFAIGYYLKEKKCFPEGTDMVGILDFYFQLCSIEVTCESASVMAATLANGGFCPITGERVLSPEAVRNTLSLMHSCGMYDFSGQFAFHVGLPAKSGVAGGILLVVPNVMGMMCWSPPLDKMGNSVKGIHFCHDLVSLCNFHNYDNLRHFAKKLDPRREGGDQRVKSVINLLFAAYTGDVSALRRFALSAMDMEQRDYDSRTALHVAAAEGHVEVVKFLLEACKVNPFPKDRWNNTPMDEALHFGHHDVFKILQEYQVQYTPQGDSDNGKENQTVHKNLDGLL
#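 Assay buffer: 45 mM KH2PO4 pH 8.2, 0.02% Tween-20. hKGA acts on L-glutamine (1 mM solution added); product glutamate is reported by an oxidase/peroxidase Amplex Red coupling, with fluorescence taken at baseline and 30 min.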
# rTrxR1 inhibitor: qHTS Assay for Inhibitors of Mammalian Selenoprotein Thioredoxin Reductase 1 (TrxR1): qHTS. Thioredoxin reductase 1, cytoplasmic (Rattus norvegicus), O89049. recombinant rTrxR1, NADPH fluorescence consumption, selenite substrate. Potency, µM (highest dose often 114 µM), inactives show top-dose activity change, negative = inhibition, most hits filed as inhibitors. 1% of 390,000 active. AID 588453, 2011; also: % is scaled to controls: 0 for no effect and ±100 for the full control effect; nearly all actives have a fitted effect of over 65% in size
#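 Rat TrxR1 (90 nM in the dispensed reagent) was pre-reduced with 400 uM NADPH for 5 min at room temperature, then incubated with compound for 15 min. After 400 uM selenite was added, NADPH fluorescence (Ex 340/Em 450 nm) was followed for 8 min.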
# * = called active by the depositor; i = inactive; ? = inconclusive; · = no result given; [ ] = dose if it differs, or a comment. Unless noted, calls follow the shape of the dose curve; as a rule, active = well fitted curve in the direction sought with a large enough effect; inconclusive = small, poorly fitted or top-dose-only effect, or another doubt; inactive = no such curve, though single readings can be large; an effect the other way counts as inactive or inconclusive. Potency is read from the fitted curve at half-maximal effect. A portion of the library (hit frequency here may not be typical).
SMILES,12-LOX inh,JMJD2A Tudor,ERG-DNA inh,Pin1 inh,Tb PGK inh,HP1b chromo inh,RGS4 inhibitor,GLS inh,rTrxR1 inhibitor
CCNc1nc(C23CC4CC(CC(C4)C2)C3)cs1,?,-35%,2%,?,14%,47%[activator],7%,6%,-15%[57.1 µM]
O=C(CSc1nc(=O)n2ccccc2n1)N1CCC(Cc2ccccc2)CC1,-17%,-4%,2%,8%,3%,14%,-22%,3%,4%
Cc1ccccc1NC(=O)CCNS(=O)(=O)c1cccc2nsnc12,?,-7%,4%,-1%,-1%,19%,-23%,0%,23%
CCc1oc(C(=O)O)cc1CN(CC)CC,-9%,32µM*,-4%,-8%,-1%,-2%,36%,0%,7%
COc1ccc(NS(=O)(=O)c2cccc(C(=O)NCC3CCCO3)c2)cc1 (configuration not stated),11%,-22%,6%,-4%,-9%,27%,25%,-7%,-4%
CN(C)S(=O)(=O)c1ccc(Cl)c(NC(=O)CN2C(=O)NC(C)(C3CC3)C2=O)c1 (configuration not stated),20%,1%,15%,2%,-7%,32%,4%,-2%,22%
Cc1ccc(N(C(=O)c2csnn2)C(C(=O)NC2CCCCC2)c2ccccn2)c(C)c1 (configuration not stated),15%,-1%,0%,-4%,12%,22%[57 µM],1%,0%,14%
Cc1ccc(NC(=O)CNNC(=O)c2cccc([N+](=O)[O-])c2)cc1[N+](=O)[O-],?,-14%,14%,-5%,i,-8%,7%,-14%,3%
O=C(Nc1c[nH]c2c(Cl)cccc2c1=O)N1CCN(c2ccccn2)CC1,4%,-19%,-7%,21%,i,36%,-1%,8%,9%
CC(=O)Nc1ccc(S(=O)(=O)N(C)c2ccc(OCC(=O)OCC(=O)N3CCCCC3)cc2)cc1,8%,-14%,-7%,1%,2%,6%,17%,6%,6%[57.1 µM]
CCOc1ccc(Nc2nnc(-n3nc(C)cc3C)c3ccccc23)cc1,2%,-3%,0%,2%,-5%,55%[activator],-17%,0%,-8%
COc1cc(OC)c(OC)cc1CNCc1ccco1,?,2.8µM*,-13%,-1%,-6%,?,18%,0%,-10%[57.1 µM]
CC1CCCC(N2C(=O)NC(NC(=O)c3ccco3)(C(F)(F)F)C2=O)C1C (configuration not stated),-12%,-11%,-2%,1%,-3%,13%,36%,3%,-9%
CCCN1C(=O)c2ccccc2NC1c1ccc(Cl)cc1 (configuration not stated),?,1%,-15%,-4%,3%,38%,6%,18%,21%
CSc1ccc(CCNC(=O)CCn2c(=O)c3cccn3c3ccc(F)cc32)cc1,?,8%,2%,-4%,1%,24%,-6%,4%,15%
O=C(CC1SC(=NC2CCCCC2)NC1=O)Nc1ccccc1 (configuration not stated),1%[57.4 µM],-15%,·,-8%,0%,24%,4%,-5%,5%
COc1ccc2c(C)cc(SCC(=O)Nc3nsc(-c4ccccc4C)n3)nc2c1,-7%,-9%,1%,21%,7%,22%,-8%,-9%,22%
O=C(NCc1ccccn1)Nc1ccccc1F,16%,-7%,-12%,-3%,-3%,41%[activator],5%,0%,40%[activator]
O=C(c1ccco1)N1CCN(C2=NS(=O)(=O)c3ccccc32)CC1,42%[activator],1%,5%,-5%,-2%,28%,-13%,-3%,0%
CCn1c(C)nnc1SCC(=O)Nc1ccccc1OC,?,-12%,-1%,0%,2%,24%,5%,-12%,4%[57.1 µM]
COC(=O)c1ccccc1NC(=O)C1CC(=O)N(c2ccc(C)c(C)c2)C1 (configuration not stated),-24%,-8%,7%,6%,i,52%[activator],-19%,3%,8%
COCCN(C(=O)COC(=O)Cc1ccc(Cl)cc1Cl)c1c(N)n(Cc2ccccc2)c(=O)[nH]c1=O,-10%,-16%,-11%,-10%,0%,27%,-5%,-6%,15%
CCC(Oc1ccccc1)C(=O)Nc1nc2ccccc2[nH]1 (configuration not stated),0%,-27%,0%,-11%,-6%,26%,-32%,-1%,16%
O=C(CSc1ccccc1)Nc1ccc(NC(=O)c2ccco2)cc1,10%,-24%,·,20%,-8%,13%,-47%,1%,22%
COc1ccc2c(C(=O)CN3CCC(C)CC3)c[nH]c2c1,0%,7%,1%,0%,-1%,32%,-20%,·,3%
COCCNC(=O)C(c1ccccc1C)N(CCOC)C(=O)Cn1nnc2ccccc21 (configuration not stated),0%[57.4 µM],3%,1%,-2%,3%,30%,17%,-5%,12%
CN(C(=O)c1cccc(NC(=O)Cc2ccc(NC(=O)C3CCN(C(=O)C4CCCC4)CC3)cc2)c1)C1CCCCC1,7%,-15%,-2%,-2%,1%,74%[activator],3%,0%,4%
CCOCCCNc1nc2c([nH]1)c(=O)n(C)c(=O)n2C,0%,0%,-1%,6%,i,23%,4%,28%,15%
O=C(CCNC(=O)c1ccc([N+](=O)[O-])cc1)Nc1cccc(S(=O)(=O)N2CCOCC2)c1,-15%,-2%,-4%,2%,-8%,32%,-17%,2%,8%
Cc1nc2ccccc2c(=O)n1/N=C/c1ccccc1F,0%,2%,-5%,-2%,5%,21%,-4%,-1%,14%[57.1 µM]
COc1ccccc1CNC(=O)Cc1ccc(OC)c(OC)c1,11%,-6%,7%,-6%,5%,32%,6%,2%,18%
CCOC(=O)c1ccc(S(=O)(=O)NCCN2CCOCC2)cc1,1%,-22%,14%,0%,i,31%,3%,0%,12%
CCn1cc2nc(SCc3cccc(F)c3)n(CCc3ccccc3)c(=O)c2n1,-24%,-14%,-4%,1%,-9%,22%,3%,-9%,-9%[57.1 µM]
O=C(CNC(=O)c1ccccc1Cl)NCC(c1cccs1)N1CCOCC1 (configuration not stated),-3%,-12%,4%,12%,2%,45%[activator],-12%,6%,4%
CC(Sc1nncn1C)C(=O)Nc1ccccc1-c1ccccc1 (configuration not stated),5%,-17%,·,8%,-4%[11.5 µM],8%,22%,3%,7%
CN1CCC(N(C)C(=S)NC(=O)c2cc(-c3cccc(Br)c3)nc3ccccc23)CC1,?,13µM*,-2%,-3%,6%,-11%,?,?,-6%[57.1 µM]
O=C(Nc1ccc(C(=O)OCc2cc(=O)n3nc(C4CC4)sc3n2)cc1)c1ccc(F)cc1,-14%,9%,-4%,4%,0%,21%,3%,11%,6%[57.1 µM]
CSc1nc(N)c(C#N)c(-c2ccc(Cl)cc2)c1C#N,35%[activator],-5%,-1%,22%,-12%,21%,7%,-3%,10%[57.1 µM]
COCCn1c(C)c(C)c2c(NCCc3ccccc3)ncnc21,?,18µM*,-6%,-4%,·,?,-27%,3%,8%
O=C(CSc1n[nH]c(-c2ccccc2)n1)Nc1ccccc1O,-12%,-19%,2%,-4%,-6%,7%,-2%,22%,-4%
CCc1ccc(Nc2nn(-c3ccc(OC(F)(F)F)cc3)nc2C(C)=O)cc1,-22%,-17%,11%,-6%,i,15%,-15%,-2%,26%
CC(Sc1ccccc1)C(=O)NCC(c1ccco1)N1CCCCC1 (configuration not stated),-11%,-10%,9%,0%,?,10%,17%,6%,-2%
CCN(C[C@H]1N[C@@](Cc2ccccc2)(C(=O)OC)[C@H]2C(=O)N(C)C(=O)[C@@H]12)S(=O)(=O)c1ccccc1,12%,-12%,4%,-2%,7%,29%,10%,5%,8%
COc1ccc(OCCCn2c(C3CC(=O)N(c4ccc(F)cc4)C3)nc3ccccc32)cc1 (configuration not stated),-25%,-21%,-1%,4%,·,23%,-3%,1%,4%
Cc1ccc2c(CN3CCN(C(=O)c4ccc(F)cc4)CC3)cc(=O)oc2c1,-7%,-3%,5%,-1%,i,29%,4%,1%,-8%
COC(=O)c1ccc(Cn2nc(C)c(Cl)c2C)o1,-12%,14%,3%,-3%,i,30%,-15%,1%,-15%

# Some of the entries so far, as labelled records.
CCc1ccc(Nc2nn(-c3ccc(OC(F)(F)F)cc3)nc2C(C)=O)cc1
  12-LOX inh: -22%
  JMJD2A Tudor: -17%
  ERG-DNA inh: 11%
  Pin1 inh: -6%
  Tb PGK inh: i
  HP1b chromo inh: 15%
  RGS4 inhibitor: -15%
  GLS inh: -2%
  rTrxR1 inhibitor: 26%
CC(Sc1ccccc1)C(=O)NCC(c1ccco1)N1CCCCC1 (configuration not stated)
  12-LOX inh: -11%
  JMJD2A Tudor: -10%
  ERG-DNA inh: 9%
  Pin1 inh: 0%
  Tb PGK inh: ?
  HP1b chromo inh: 10%
  RGS4 inhibitor: 17%
  GLS inh: 6%
  rTrxR1 inhibitor: -2%
